PAFAH2 inh – PAFAH2 (human) inhibition; inhibition, % at 3.39 µM; recombinant PAFAH2, FP-rhodamine activity probe, fluorescence polarization; AID 492956; Q99487; 0.99% of 340,000 active;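 active = inhibition above the mean over all tested compounds plus 3 SD, cut at about 30% in these data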;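 also: inhibitors block probe labeling of enzyme so polarization drops; 0% = enzyme with DMSO and 100% = wells lacking PAFAH2 protein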
PAD4 FP inh – blocks human protein arginine deiminase 4 | recombinant PAD4, RCA probe fluorescence polarization | inhibition, % at 6.36 µM | Q9UM07 | 0.41% of 330,000 active;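 active = percent inhibition above a cutoff equal to the mean of all tested compounds plus 3 SD, cut at about 15% in these data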;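 also: 0% = PAD4 with RCA probe and DMSO and 100% = probe without PAD4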
EBNA-1 inhibitor – blocks EBNA-1 binding to DNA. 0.34% of 300,000 active. EBNA-1 DNA binding, fluorescence polarization. inhibition, % at 14.8 µM; in the data active = inhibition above about 28%
PREPL inhibitor – inhibits the human prolyl oligopeptidase-like enzyme; recombinant PREPL, fluorescence polarization activity-based probe; inhibition, % at 5.96 µM; AID 2751; 0.68% of 320,000 active; Q4J6C6; in the data active = inhibition above about 43%;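 also: 0% = enzyme with DMSO and 100% = wells lacking enzyme; many of its hits are not listed in these tables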
LYPLA2 counter – counter-screen for PME1 inhibitors: inhibitors of human LYPLA2; O95372; 0.38% of 320,000 active; inhibition, % at 5.9 µM; recombinant LYPLA2, FP-Rh probe fluorescence polarization;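 active = inhibition above the screen-wide mean plus 3 SD, limit set per campaign, cut at about 26% in these data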;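 also: 0% = LYPLA2 with DMSO and 100% = wells lacking LYPLA2 enzyme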
Target sequence (O95372 whole entry, looked up): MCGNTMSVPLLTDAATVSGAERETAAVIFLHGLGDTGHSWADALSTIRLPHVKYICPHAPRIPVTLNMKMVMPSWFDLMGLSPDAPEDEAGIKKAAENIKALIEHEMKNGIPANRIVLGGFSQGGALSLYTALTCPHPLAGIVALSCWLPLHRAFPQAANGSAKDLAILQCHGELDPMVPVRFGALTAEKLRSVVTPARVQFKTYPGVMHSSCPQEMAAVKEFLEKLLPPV
PAFAH1B3 inh – inhibitors of human PAFAH1B3; Q15102; inhibition, % at 3.39 µM; 0.28% of 340,000 active; recombinant PAFAH1B3, FP-rhodamine probe, fluorescence polarization;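 active = inhibition above the screen-wide average of all tested compounds plus 3 SD, cut at about 25% in these data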;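 also: 0% = enzyme with DMSO only and 100% = wells lacking PAFAH1B3 protein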
Target sequence (Q15102 whole entry, looked up): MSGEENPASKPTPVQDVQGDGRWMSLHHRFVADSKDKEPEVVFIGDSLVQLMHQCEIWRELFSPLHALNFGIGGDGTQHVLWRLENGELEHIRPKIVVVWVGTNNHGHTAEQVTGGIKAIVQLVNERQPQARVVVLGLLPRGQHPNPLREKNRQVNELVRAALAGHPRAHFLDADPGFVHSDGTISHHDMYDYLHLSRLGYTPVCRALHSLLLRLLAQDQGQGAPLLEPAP
ZTA DNA inh – blocks Epstein-Barr virus ZTA, an EBNA-1 counter-screen | ZTA-DNA binding, fluorescence polarization | inhibition, % at 11 µM | 0.15% of 320,000 active; in the data active = inhibition above about 33%
GSTO1 counter – GSTO1 inhibition, counter-screen for RBBP9 inhibitors; recombinant GSTO1, activity-based probe fluorescence polarization; inhibition, % at 5.96 µM; 1.1% of 300,000 active; AID 1974;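 active = inhibition above the campaign mean inhibition plus 3 SD, cut at about 35% in these data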;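 also: 0% = GSTO1-1 with DMSO and 100% = wells lacking GSTO1-1 enzyme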
Target sequence (P78417 whole entry, looked up): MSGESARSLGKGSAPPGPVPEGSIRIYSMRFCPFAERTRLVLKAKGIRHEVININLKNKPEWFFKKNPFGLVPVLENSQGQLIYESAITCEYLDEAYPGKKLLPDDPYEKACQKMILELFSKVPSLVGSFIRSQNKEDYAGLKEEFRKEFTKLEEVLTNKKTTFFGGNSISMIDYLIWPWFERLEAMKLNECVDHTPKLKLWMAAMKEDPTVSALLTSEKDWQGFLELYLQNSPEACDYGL
LYPLA1 counter – blocks human lysophospholipase 1, a PME1 counter-screen; O75608; inhibition, % at 5.9 µM; 0.16% of 320,000 active; AID 2174; recombinant LYPLA1, FP-Rh probe fluorescence polarization;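 active = inhibition above the mean of all tested compounds plus 3 SD, set per campaign, cut at about 14% in these data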;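 also: inhibitors block serine hydrolase probe labeling of LYPLA1 so polarization falls; 0% = enzyme with DMSO and 100% = wells lacking LYPLA1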
Target sequence (O75608 whole entry, looked up): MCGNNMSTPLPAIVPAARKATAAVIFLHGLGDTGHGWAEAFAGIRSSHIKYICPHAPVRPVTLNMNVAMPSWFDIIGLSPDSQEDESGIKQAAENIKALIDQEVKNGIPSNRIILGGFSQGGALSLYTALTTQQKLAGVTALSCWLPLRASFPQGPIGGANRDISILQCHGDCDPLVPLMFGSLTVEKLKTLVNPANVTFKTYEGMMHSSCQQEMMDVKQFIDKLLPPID
* = called active by the depositor; / = not tested or not shown. A portion of the library. The share of hits here may be higher or lower than overall.

SMILES	PAFAH2 inh	PAD4 FP inh	EBNA-1 inhibitor	PREPL inhibitor	LYPLA2 counter	PAFAH1B3 inh	ZTA DNA inh	GSTO1 counter	LYPLA1 counter
C(=N\Nc1nccc(-c2cccnc2)n1)/c1ccccc1	/	-2.2	5.0	-3.6	6.4	/	1.3	-1.3	-2.1
Cc1ccc(OCn2c(=O)sc3ccccc32)cc1	6.2	1.3	-8.2	16.7	4.2	-0.4	-21.9	4.2	-1.9
Cc1ccccc1CN1C(=O)/C(=C\c2ccc(C(=O)NCCN3CCOCC3)cc2)Sc2ccccc21	9.0	-0.9	-14.8	-25.2	-16.3	-3.1	13.7	-127.8	-11.7
CCc1ccc(OC)c(S(=O)(=O)Nc2ccccc2C)c1	3.7	1.7	-8.2	12.1	2.2	12.7	-15.2	6.8	-6.1
Cc1onc(-c2c(Cl)cccc2Cl)c1COC(=O)c1ccc(Cl)cc1	2.4	2.5	-9.7	5.2	-2.7	-2.8	19.4	9.3	-6.7
CCOc1cc(/C=C\[N+](=O)[O-])ccc1OCC(=O)N1CCOCC1	-0.6	-1.9	-1.1	-1.6	-4.5	-0.4	-12.1	9.7	3.8
COc1ccc(NS(=O)(=O)c2c(C)[nH]c(=O)[nH]c2=O)c(OC)c1	8.4	-2.8	-0.8	-5.1	1.6	0.8	-2.8	3.3	1.9
C/C(=N\Nc1cc(-c2ccccc2)nc(-c2ccccc2)n1)c1ccc(O)c(C)c1	-7.4	-2.0	-8.7	-7.4	-5.7	2.5	-12.7	2.2	-10.2
O=c1cc2c(n[nH]1)CCCC2	1.1	-1.3	4.0	-4.8	4.6	-2.3	8.4	1.8	-2.6
O=C(c1ccccc1F)N1CCN(c2ccc([N+](=O)[O-])c(N3CCOCC3)c2)CC1	3.0	-0.7	-13.8	1.6	1.4	-0.2	-23.4	-0.6	-3.7
CCOC(=O)CN1C(=O)CC(c2ccc([N+](=O)[O-])cc2)C1=O (stereo not drawn)	-4.5	0.8	2.3	7.1	2.8	6.2	6.4	5.0	3.1
COc1ccc(/C=C/c2c([N+](=O)[O-])c(=O)n(C)c(=O)n2C)c(OC)c1	7.2	-1.6	-11.4	6.8	3.4	2.7	8.5	0.6	-2.4
NS(=O)(=O)c1ccc(CNC(=S)NCc2ccc(Cl)cc2)cc1	-5.4	-0.7	11.2	1.5	0.2	3.2	8.8	5.8	-4.0
O=S(=O)(NCC1CCN(S(=O)(=O)c2ccccc2)CC1)c1ccccc1	1.9	-2.6	-8.3	-0.8	-0.8	10.2	-17.4	18.5	-1.0
CC(=O)N1CCN(C(=O)c2oc3ccccc3c2C)CC1	11.9	-1.1	9.1	5.5	-2.4	-9.8	12.0	-4.2	-3.9
N#Cc1ccccc1OCC(=O)OCC(=O)NC1CCCCCC1	4.6	5.8	/	0.8	-0.4	4.4	-10.9	/	-1.5
O=C(Nc1ccccc1C(F)(F)F)c1ccc(CN2CCC(Cc3ccccc3)CC2)cc1	-10.1	0.5	-12.7	-9.1	2.0	2.7	-30.4	2.9	4.5
COc1ccc(C(=O)c2cc3ccc(O)cc3oc2=O)cc1	-4.0	2.5	0.5	2.2	-1.0	1.9	-4.2	8.7	3.2
CCOC(=O)c1c(C)[nH]c(C(=O)O)c1C	8.1	0.0	-0.8	-4.7	-4.4	-2.0	8.6	13.2	-4.0
COc1ccc(OC)c(-n2c(=S)[nH]c3cc(C(=O)NCCCN4CCCC4=O)ccc3c2=O)c1	/	1.4	-8.7	-7.0	-3.7	/	8.3	6.2	-5.3
Cc1[nH]n(-c2ccccc2)c(=O)c1/C=N/NC(=O)c1ccc(O)cc1O	-0.9	-2.1	1.6	8.3	9.4	18.3	-6.8	5.2	-0.7
COc1ccc(Br)c(C(=O)NNC(=O)c2ccc(NS(=O)(=O)c3cccs3)cc2)c1	1.0	0.4	4.8	-2.2	-1.3	9.4	4.0	7.3	-1.6
C/C(=N\O)C(C)(C)NC(=O)Nc1ccc(Cl)cc1	-1.1	-2.9	-5.7	9.4	3.9	6.9	-10.8	11.7	-1.4
Cc1cc(C)cc(C(=O)N2CC(C)OC(C)C2)c1 (stereo not drawn)	0.0	3.0	-2.9	7.3	0.6	4.3	1.9	-0.6	4.2
O=C(NNc1ncnc2c1cnn2-c1ccc(F)cc1)c1cccs1	3.6	1.3	-0.3	21.1	11.7	9.7	-19.6	4.7	0.5

Other records
SMILES	PAFAH2 inh	PAD4 FP inh	EBNA-1 inhibitor	PREPL inhibitor	LYPLA2 counter	PAFAH1B3 inh	ZTA DNA inh	GSTO1 counter	LYPLA1 counter
O=C(NCCCn1ccnc1)C(=O)NCC(c1ccco1)N1CCN(c2ccc(F)cc2)CC1 (stereo not drawn)	-4.7	4.7	-5.3	14.9	3.8	0.9	-0.7	0.3	3.2
CCOc1nc(-c2ccccc2O)nc2ccccc12	-2.6	6.1	-9.8	-1.6	0.5	2.2	-12.1	2.5	-5.6
O=C(CCCCCN1C(=O)c2cccc3cccc(c23)C1=O)NCc1cccnc1	/	3.0	-5.8	2.9	0.4	/	6.3	1.7	2.3
COc1ccc(S(=O)(=O)Nc2cccc(F)c2C)cc1C(=O)N1CCOCC1	8.7	-4.0	3.6	-5.7	-0.2	1.3	2.1	-6.9	1.7
CCCCc1nnc(NC(=O)c2oc3ccc(OC)cc3c2C)s1	-8.9	3.6	2.4	4.8	-3.9	4.4	8.3	-0.1	-0.4
CSc1cccc(NC(=O)C2CCN(S(=O)(=O)c3ccc4c(c3)NC(=O)CO4)CC2)c1	-4.9	-1.8	-0.3	11.8	12.0	3.6	-17.9	12.3	0.2
O=S1(=O)c2ccccc2Nc2ccccc21	4.0	-3.1	-8.7	13.5	-3.1	9.3	-0.6	-3.4	-5.1
N=c1n(CCO)c2ccccc2n1CCOc1ccc(Cl)cc1Cl	-0.2	1.1	9.1	7.4	1.8	1.0	4.0	3.1	-0.7
C=C1SC(=Nc2ccccc2Cl)N(C(=O)c2sc3ccccc3c2Cl)C1(C)C	-4.0	-2.4	-24.9	-6.9	-8.7	3.9	-9.1	-3.0	-5.3
Clc1ccc(C2=Nn3c(nnc3-c3cc(-c4ccccc4)n[nH]3)SC2)cc1	-18.9	0.3	4.8	-8.0	-30.4	4.5	9.2	-6.4	-14.2
COC(=O)c1cn(NC(=O)/C=C/c2cccc(OC)c2OC)c(=O)c2ccccc12	/	-4.4	-16.3	3.5	-0.4	/	1.9	-11.3	-0.4
COc1cc2c(cc1NC(=O)c1cc(-c3ccccn3)nc3ccccc13)oc1ccccc12	1.4	-4.8	6.9	6.9	7.2	5.4	-14.6	2.7	2.0
O=C(NCCSCc1c(F)cccc1Cl)Nc1ccccc1	0.7	4.9	-7.3	-15.0	11.0	2.7	-5.7	-0.1	-0.3
Cc1ccc(CSCCNC(=O)CN(c2ccc(F)cc2)S(C)(=O)=O)cc1	-0.4	4.5	-11.7	-10.8	-3.4	4.5	-22.6	2.5	0.9
Cn1c(=O)[nH]c(=O)c2c1nc(NCCO)n2CCOc1ccccc1	-10.6	-4.7	7.7	-1.1	8.8	12.9	13.4	0.5	10.7
c1ccc(N2CCN(c3c4c(nc5ncnn35)CCC4)CC2)cc1	-2.3	0.0	7.4	37.0	3.9	-10.7	15.7	1.7	-1.7
Cc1nc2ccc(NC(=S)N3CCOCC3)cc2nc1C	6.6	-3.0	4.2	3.0	-1.6	5.8	4.6	-0.7	3.6
N#Cc1ccc(OCc2nnc(SCC(=O)c3ccccc3)n2-c2ccccc2)cc1	-0.4	4.2	-1.8	-4.3	0.9	-5.2	-8.3	4.7	-2.5
O=C(NCc1ccccc1)C1=C[C@H](c2ccc3c(c2)OCO3)C[C@H](OCc2ccc(CO)cc2)O1	2.6	1.4	4.3	10.1	1.5	-3.6	-6.7	2.8	-4.4
COc1ccc2sc(-c3ccc(SC)cc3)c(-c3ccc(O)cc3)c2c1	0.0	-0.6	/	35.5	/	-1.3	/	/	/
CCCC(C)C(=O)Nc1ccc(S(N)(=O)=O)cc1 (stereo not drawn)	-1.6	-2.8	8.4	-9.7	-0.4	6.3	6.0	-7.9	0.2
Cc1cccc(NC(=O)C(=O)NNC(=O)c2ccc(C(C)(C)C)cc2)c1	-13.6	-0.6	-13.2	-5.6	-2.7	6.5	-23.6	11.8	0.4
CCN(CC)S(=O)(=O)c1ccc(C(=O)Nc2ccc(OCC(=O)N3CCOCC3)cc2)cc1	-1.7	3.0	-4.5	5.0	3.9	3.8	-10.7	2.5	3.6
CCCC(c1nnnn1C(C)(C)C)N1CCN(c2ccccc2)CC1 (stereo not drawn)	1.3	-12.7	7.3	0.3	-6.8	-4.7	13.3	2.1	-2.4
CCCCCCC(=O)N/N=C1\CCCc2ccccc21	3.1	3.6	-7.0	-1.6	-1.1	2.6	-19.2	-4.0	-1.0

(more compounds)
SMILES	PAFAH2 inh	PAD4 FP inh	EBNA-1 inhibitor	PREPL inhibitor	LYPLA2 counter	PAFAH1B3 inh	ZTA DNA inh	GSTO1 counter	LYPLA1 counter
Cn1c2c(c3ccccc31)CC/C2=N\O	4.0	2.0	10.4	10.1	2.5	5.0	-16.7	7.1	4.7
CCC(=O)Oc1ccc(C(=O)Nc2ccc3c(c2)C(=O)N(C2CCCCC2)C3=O)cc1	-0.2	1.2	5.5	-2.9	9.2	-15.4	0.5	-13.2	0.6
CCN(Cc1ccccc1)C(=O)CN1C(=O)NC(CC)(c2ccc(F)cc2)C1=O (stereo not drawn)	-3.8	-2.1	-12.8	-26.7	-2.5	-2.5	5.1	4.0	2.8
Cc1nc(-c2ccccc2)nc2[nH]c(-c3ccccc3)cc(=O)c12	8.5	-0.1	27.6*	11.9	-3.5	-5.2	-4.6	-2.2	-4.3
COc1cccc(NC(=O)CC(=O)c2ccccc2)c1	-0.5	-5.3	-8.4	-1.1	-11.3	7.5	-3.8	-15.3	-6.1
O=C(Oc1c(CN2CCOCC2)cc(Cl)c2cccnc12)c1cccs1	-0.4	-5.0	-1.8	1.5	-1.1	15.1	-0.1	-2.5	0.1
CCS(=O)(=O)N1CCN(C2CCC(c3ccccc3)CC2)CC1 (stereo not drawn)	-2.8	-1.0	-3.4	3.4	4.4	2.0	-20.5	10.2	3.7
CCOc1cccc(C(=O)Nc2ccccc2N2CCN(C(=O)C(C)C)CC2)c1	1.1	-7.1	-7.8	13.3	-5.6	12.0	-6.0	-4.0	0.2
Cc1cc(NC(=O)CSc2nc(C(C)C)nc3sc4c(c23)CCC(C)C4)no1 (stereo not drawn)	-5.2	-6.7	-3.9	0.5	0.8	7.1	-11.6	4.7	0.2
O=C(O)C1CCN(C(=O)c2ccco2)CC1	8.6	-2.0	-5.5	6.0	6.2	1.1	7.7	5.5	3.8
COc1cc(CC(=O)Nc2nc(-c3ccccc3)c(C(C)=O)s2)cc(OC)c1OC	-13.1	-0.9	0.6	-2.3	0.8	3.4	12.9	-0.4	6.3
COc1ccc(OCc2cc(C(=O)N3CCCCCC3)no2)c(Cl)c1	2.3	0.5	7.1	3.6	-9.7	0.3	3.1	-2.2	-3.2
COC(=O)c1ccc(NC(=O)c2cc3sccc3n2C)cc1	3.9	1.5	2.5	1.1	-5.8	-0.3	5.1	-9.2	-8.2
COc1ccc(C2C=C(c3ccc(Cl)cc3)Nc3nc(NC(C)=O)nn32)cc1 (stereo not drawn)	/	-1.1	-0.8	1.7	2.1	/	0.4	-2.6	-4.1
COc1ccc2[nH]c(=O)c(CN(C(=O)c3ccco3)C(C)C)cc2c1	-4.9	-1.7	-11.2	2.0	8.4	-3.2	-26.3	-2.0	2.8

Molecules above with a COOH group, in the order listed:
SMILES	PAFAH2 inh	PAD4 FP inh	EBNA-1 inhibitor	PREPL inhibitor	LYPLA2 counter	PAFAH1B3 inh	ZTA DNA inh	GSTO1 counter	LYPLA1 counter
CCOC(=O)c1c(C)[nH]c(C(=O)O)c1C	8.1	0.0	-0.8	-4.7	-4.4	-2.0	8.6	13.2	-4.0
O=C(O)C1CCN(C(=O)c2ccco2)CC1	8.6	-2.0	-5.5	6.0	6.2	1.1	7.7	5.5	3.8

Screening data deposited in PubChem BioAssay by The Scripps Research Institute Molecular Screening Center.
